Screens as filed in PubChem.
ASM inhibitor: inhibitors of human secretory acid sphingomyelinase; P17405; placental ASM, HMU-PC fluorogenic substrate, 60 min; Potency, µM (doses to about 57.5 µM), without a hit: at the highest dose activity change, negative = inhibition, actives largely listed as inhibitors; 0.006% of 340,000 active; AID 504937; further: potency means the concentration at half of the fitted maximal effect
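Fluorescence read-out (Ex 386 nm, Em 447 nm) after stopping the reaction at pH 10. Enzyme: ASM from human placenta; substrate HMU-PC0, 9 uM final; 60 min, 37 °C. Compound preincubation 10 min, ambient temperature.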
ELG1 repair inh: ELG1-dependent DNA repair inhibition | HEK293T ELG1-luciferase reporter, luminescence, 16 h; DNA damage induced by 5-fluorouridine | Potency, µM (series often up to 46.1 µM), inactives show at the highest dose activity change, negative = inhibition, hits mostly inhibitors | 2.3% of 330,000 active | AID 504467; further: potency means the concentration at half of the fitted maximal effect; on the % scale 0 is the no-effect control and ±100 the full control effect; nearly all actives have a fitted effect of over 55% in size
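Overnight (16 hr) co-exposure of 2,000 cells/well to 5-fluorouridine and compound at 37 °C preceded detection. Luciferase was quantified via ONE-Glo luminescence; loss of signal denotes inhibition.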
TCR activator: activators of T cell receptors; primary human leukocytes, anti-CD3, IL-2 HTRF, 48 h; Potency, µM (doses to about 9.22 µM), for the others: at the top dose activation of IL-2 secretion, actives largely listed as activators; 330,000 tested, under 10 active; further: % of control where 0% means no effect
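Compounds are tested in HTS on primary human leukocytes co-incubated with a-CD3 beads for 48 hr. IL-2 output is measured by time-resolved FRET.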
TSHR antagonist: antagonists of human thyroid stimulating hormone receptor. P16473. TSHR-expressing cells, TSH-stimulated cAMP HTRF, 2 h; active compounds read low. activity change, negative = inhibition, % at 11.5 µM. 0.2% of 330,000 active. AID 504810;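 active means activity change below a set negative limit, meaning inhibition stronger than a set level, cut at about -70% in these data; inconclusive means activity change between two set negative limits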; further: on the % scale 0 is the no-effect control and ±100 the full control effect
Target sequence (P16473 whole entry, looked up): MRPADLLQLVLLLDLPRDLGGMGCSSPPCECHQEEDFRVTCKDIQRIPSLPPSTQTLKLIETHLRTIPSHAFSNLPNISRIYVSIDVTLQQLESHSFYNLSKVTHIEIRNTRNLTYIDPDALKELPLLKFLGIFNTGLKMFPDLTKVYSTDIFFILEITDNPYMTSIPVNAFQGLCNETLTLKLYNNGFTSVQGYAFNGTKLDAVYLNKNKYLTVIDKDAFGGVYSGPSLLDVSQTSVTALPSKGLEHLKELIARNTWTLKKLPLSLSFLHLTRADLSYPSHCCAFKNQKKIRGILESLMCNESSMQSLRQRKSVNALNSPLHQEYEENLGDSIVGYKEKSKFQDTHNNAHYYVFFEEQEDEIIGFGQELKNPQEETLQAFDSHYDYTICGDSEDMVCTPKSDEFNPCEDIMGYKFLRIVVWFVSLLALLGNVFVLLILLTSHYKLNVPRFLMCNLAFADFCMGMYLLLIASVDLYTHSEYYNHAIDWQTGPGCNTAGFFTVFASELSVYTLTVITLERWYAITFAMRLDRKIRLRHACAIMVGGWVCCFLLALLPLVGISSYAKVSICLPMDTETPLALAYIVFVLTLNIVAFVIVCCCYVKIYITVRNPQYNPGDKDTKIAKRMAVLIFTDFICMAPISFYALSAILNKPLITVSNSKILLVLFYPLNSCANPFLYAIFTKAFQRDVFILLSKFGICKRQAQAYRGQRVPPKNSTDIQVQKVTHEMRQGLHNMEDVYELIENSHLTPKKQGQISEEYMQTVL
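Antagonism was scored as loss of TSH-driven cAMP in TSHR cells, stimulated with 4nM TSH (EC80) for 2 hours at 37 deg C and detected by homogeneous HTRF competition immunoassay.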
PTAP TSG101 blk: blocks PTAP/TSG101 interaction to inhibit HIV-1 budding; Fluorescence polarization, FITC-PTAP peptide / Tsg101 binding; Potency, µM (series often up to 115 µM), inactives show at the highest dose activity change, negative = inhibition, most hits filed as inhibitors; 340,000 tested, under 10 active; active means well fitted inhibition curve with a large enough effect in the main read-out, with a control signal flat, not every such curve was filed as active; inconclusive means small, poorly fitted or top-dose-only effect, or effect the other way, or a change in a side signal; inactive means no such curve, though single readings can be large or run the other way; further: potency means the concentration at half of the fitted maximal effect; % of control where 0% means no effect
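Tsg101 binding domain (10 uM final) was mixed with compound and a FITC-labeled PTAP peptide (50 nM final) in HEPES pH 7.5 buffer with NaCl, Tween 20, EDTA and TCEP; fluorescence polarization was read after 20 min at r.t.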
Tb PFK inh: inhibitors of T. brucei phosphofructokinase. AID 485367. 0.17% of 330,000 active. Potency, µM (highest dose often 57.5 µM), inactives show top-dose activity, negative = inhibition, usual class: inhibitors. T. brucei PFK, ADP-Glo luminescence;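 further: potency means the concentration at half of the fitted maximal effect; 0% = uninhibited 1x PFK enzyme wells and -100% = no-enzyme wells; nearly all actives have a fitted effect of over 60% in size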
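In TEA buffer at pH 8.0 with 5 mM MgCl2, enzyme (1.25 nM) converted F6P (0.5 mM) and ATP (0.1 mM) for 45 min at room temperature. ADP product was read by luciferase luminescence.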
BCR signal inh: blocks chronic active B-cell receptor signaling; ABC-DLBCL IkBa-CBG/CBR reporter, luminescence ratio, 4 h; Potency, µM (top dose mostly 46.1 µM), for the others: top-dose ratio change, negative = lower green/red ratio, actives largely listed as inhibitors; 0.05% of 340,000 active; AID 493014; active means well fitted inhibition curve with a large enough effect in the signal ratio, with a control signal flat, not every such curve was filed as active; inconclusive means small, poorly fitted or top-dose-only effect, or effect the other way, or a change in a side signal; the % refers to the signal ratio;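 further: potency means the concentration at half of the fitted maximal effect; plate controls were basal doxycycline-induced cells for no effect and cells given 10 µM MG132 for full effect; MG132 reads +100%, hits lower the ratio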
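Doxycycline induced both beetle luciferases in TMD8 lymphoma cells; IKK-driven degradation limits the IkappaBalpha-fused green signal, while red luminescence normalises for cell number and nonspecific effects. Compounds tested up to 46 uM, 4 hrs.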
Eya2 phos inh: Eya2 (human) phosphatase inhibition | O00167 | recombinant Eya2, OMFP fluorescence dephosphorylation (OMFP is methylfluorescein phosphate) | Potency, µM (top dose mostly 76.9 µM), for inactives: at the highest dose activity, negative = inhibition, usual class: inhibitors | 0.006% of 330,000 active | AID 488837; further: potency means the concentration at half of the fitted maximal effect; on the % scale 0 is the no-effect control and ±100 the full control effect
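Eya2 (0.2 uM) preincubated 10 min at ambient with compound, then OMFP substrate added at 50 uM; 10 min reaction in 50 mM HEPES pH 7.5, 50 mM NaCl, 5 uM MgCl2, 0.05% BSA, 1 mM DTT. Fluorescence read at Ex 485/Em 525 nm.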
a7 integrin act: activates integrin-mediated alleviation for muscular dystrophy | Potency, µM (series often up to 38.3 µM), for the others: at the highest dose activation, usual class: activators | alpha7betagal myoblasts, beta-gal FDG fluorescence, 48 h | AID 624291 | 0.064% of 350,000 active;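 further: potency means the concentration at half of the fitted maximal effect; 100% = response of the positive control SU9516; nearly all actives have a fitted effect of over 60% in size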
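Alpha7betagal+/- myoblasts (passage 13) were plated 16-24 hr, then exposed to compounds (1:260 dilution of DMSO stock) for 48 hours at 37C. After MPER lysis, β-galactosidase reporter activity was read as FDG fluorescence (ex 480/em 540) after 30 minutes.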
Mito fusion act: inhibitors of mitochondrial division or activators of mitochondrial fusion. 0.23% of 320,000 active. Potency, µM (top dose mostly 46.1 µM), for inactives: at the highest dose growth rescue (activation), actives largely listed as activators. AID 485298. S. cerevisiae fusion-defective mutant growth rescue, CellTiterGlo 48 h;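 further: potency means the concentration at half of the fitted maximal effect; % of control where 0% means no effect; nearly all actives have a fitted effect of over 45% in size; temperature-sensitive fusion mutants such as fzo1-1 at 37 °C on non-fermentable ethanol glycerol medium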
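Yeast fusion mutant, YPEG (non-fermentable carbon), compound, 48 h at 37C non-permissive; CellTiterGlo added, 10 min RT, luminescence read. Rescued growth = division inhibition.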
A-T KAP1 phos: candidate therapy for ataxia-telangiectasia; […] A-T fibroblasts, KAP-1 phosphorylation AlphaLISA; neocarzinostatin DNA damage 30 min before lysis; Potency, µM (titrated, usually from 57.5 µM), for inactives: at the highest dose activation, actives largely listed as activators; 0.19% of 320,000 active; AID 485349; further: potency means the concentration at half of the fitted maximal effect; % of control where 0% means no effect; nearly all actives have a fitted effect of over 45% in size
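hTERT-immortalized A-T patient fibroblasts ([…]), 500 cells/well in OPTI-MEM, 1% FBS, got compounds for 60 min, then NCS for 30 min at 37C. Lysates were then assayed for phospho-KAP-1 by AlphaLISA (anti-pKAP1 donor, anti-KAP1 acceptor beads), 6 hr at 25C.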
* marks the source's active call; other numbers are inactive results; u = inconclusive; x = not tested or not shown; [ ] = another dose, or the depositor's remark. Unless noted, the call rests on the fitted dose curve; in most records, active means well fitted curve in the direction sought with a large enough effect; inconclusive means small, poorly fitted or top-dose-only effect, or another doubt; inactive means no such curve, though single readings can be large; an effect the other way counts as inactive or inconclusive.

SMILES | ASM inhibitor | ELG1 repair inh | TCR activator | TSHR antagonist | PTAP TSG101 blk | Tb PFK inh | BCR signal inh | Eya2 phos inh | a7 integrin act | Mito fusion act | A-T KAP1 phos
COc1cccc(OCc2nc(-c3ccc(Br)o3)no2)c1 | -1% | u | -12% | -8 | -1% | 0% | u | -9% | 19% | 17% | -2%
COc1ccccc1C(=O)Nc1c2c(nn1-c1ccc([N+](=O)[O-])cc1)CS(=O)(=O)C2 | 4% | u | -25% | 11 | -9% | -5% | 8% | -1% | u | -8% | 4%
COc1cccc(/C=N/NC(=O)Cn2nc([N+](=O)[O-])cc2C)c1 | -4% | u | 9% | 25 | -3% | -28% | u | 12% | 38% | -5% | 8%
O=[N+]([O-])c1cc([N+](=O)[O-])c2cccnc2c1O | x | -20% | x | 26 | x | u | -1% | -14% | x | -4% | -3%
CCN(c1ccccc1)S(=O)(=O)c1ccc(Oc2ccc(-n3ccnc3)cc2)nc1 | 0% | 13% | -3% | 36 | -1% | -1% | u | 1% | -40%[inhibitor] | 11% | 9%
COc1c(N2CCN(C(=S)NC3CC4CCC3C4)C(C)C2)c(F)cc2c(=O)c(C(=O)O)cn(C3CC3)c12 (stereo not drawn) | 3% | u | 12% | -12 | -3% | 1% | -3% | -18% | -28% | -5% | 28µM*
CCN1C(=O)C(=O)N(CC(=O)c2cc(C)n(C3CC3)c2C)C1=O | 2% | u | -3% | 9 | -3% | -6% | u | 7% | 27% | 0% | -1%
COc1ccc(-c2nnc(SCC(=O)NC(C)C)n2CC2CCCO2)cc1OC (stereo not drawn) | 2% | u | 2% | 35 | -1% | 1% | -4% | -24% | 25% | -2% | 12%
CCCCNC(=O)OCC(CC)NC(=O)OCC(C)C (stereo not drawn) | -1% | 17% | -1% | 1 | -6% | -4% | u | 1% | u | -4% | -5%
O=C(OCn1nnc2ccccc2c1=O)c1cc2ccccc2o1 | -4% | 6% | 3% | 7 | -1% | 5% | u | -1% | -10% | 7% | 11%
CC1(C)NC(=O)N(CCOc2cccc(Oc3ccccc3)c2)C1=O | 0% | u | 2% | -1 | 0% | -1% | -1% | 0% | -34% | 8% | 15%
FC(F)(F)c1nc(NCc2cccnc2)c2ccccc2n1 | 0% | -23% | -5% | 8 | -4% | -4% | 1% | 6% | -30% | -2% | 0%
O=C(c1ccccc1)C1CCN(CC(=O)N2CCN(c3ccccc3)CC2)CC1 | 6% | -4% | -3% | -1 | -2% | 0% | 0% | -9% | 3% | -2% | -5%
Cc1ccccc1NC(=O)C1CCCN(C(=O)Nc2ccc(F)cc2)C1 (stereo not drawn) | -1% | -2% | -5% | -4 | -3% | 1% | u | 13% | 13% | 2% | 4%
CCOC(=O)CSc1nnc([C@@H](NC(=O)OC(C)(C)C)C(C)C)o1 | 3% | -6% | 2% | 11 | 3% | 0% | 3% | -5% | 3% | -1% | -5%
O=C(O)C(Cc1c[nH]c2ccccc12)NS(=O)(=O)c1ccc(Cl)c(C(F)(F)F)c1 (stereo not drawn) | -6% | 3% | 5% | 0 | 0% | -4% | 0% | 25% | 0% | 4% | 7%
Cc1nc2ccccc2c2oc(C(=O)NCCN3CCN(C)CC3)cc12 | 5% | 11% | 7% | 3 | -5% | -1% | u | -18% | 0% | 2% | -2%
O=c1[nH]cc(C(F)(F)F)cc1NS(=O)(=O)c1ccc([N+](=O)[O-])cc1 | -1% | 0% | -1% | 4 | -2% | 0% | 4% | 10% | u | -5% | -4%
CCOC(=O)C1(Cc2ccc(OC)cc2)CCN(C(=O)c2ccc3[nH]ccc3c2)CC1 | 0% | -15% | 1% | -3 | -6% | 7% | -24% | -12% | u | -21% | 2%
CC(=O)NC1=C(N(C)C2CCS(=O)(=O)C2)C(=O)c2ccccc2C1=O (stereo not drawn) | -1% | u | -7%[46.1 µM] | 26 | -1% | 1% | u | 11% | -12% | -3% | 6%

Four entries from above, with values under each structure:
Each structure is followed by: ASM inhibitor, ELG1 repair inh, TCR activator, TSHR antagonist, PTAP TSG101 blk, Tb PFK inh, BCR signal inh, Eya2 phos inh, a7 integrin act, Mito fusion act, A-T KAP1 phos
- CCOC(=O)CSc1nnc([C@@H](NC(=O)OC(C)(C)C)C(C)C)o1
  3%, -6%, 2%, 11, 3%, 0%, 3%, -5%, 3%, -1%, -5%
- COc1ccccc1C(=O)Nc1c2c(nn1-c1ccc([N+](=O)[O-])cc1)CS(=O)(=O)C2
  4%, u, -25%, 11, -9%, -5%, 8%, -1%, u, -8%, 4%
- Cc1nc2ccccc2c2oc(C(=O)NCCN3CCN(C)CC3)cc12
  5%, 11%, 7%, 3, -5%, -1%, u, -18%, 0%, 2%, -2%
- CC1(C)NC(=O)N(CCOc2cccc(Oc3ccccc3)c2)C1=O
  0%, u, 2%, -1, 0%, -1%, -1%, 0%, -34%, 8%, 15%

Additional structures.
SMILES | ASM inhibitor | ELG1 repair inh | TCR activator | TSHR antagonist | PTAP TSG101 blk | Tb PFK inh | BCR signal inh | Eya2 phos inh | a7 integrin act | Mito fusion act | A-T KAP1 phos
C=C(C)C(=O)N1CC2(CC(c3cccc(NC(=O)/C=C\C)c3)=NO2)C[C@H]1C(N)=O (stereo partly drawn) | 1% | 13% | 0% | -2 | 1% | 1% | -4% | -11% | 32% | 8% | -13%
CC(=O)N1CCCN(C(=O)c2ccc3nc(Cc4ccccc4F)oc3c2)CC1 | 0% | 26% | 2% | -6 | -1% | -1% | 1% | -3% | -18% | 1% | 5%
S=c1nc(-c2ccccc2)[nH]n1-c1ccccc1 | 2% | 26% | -27% | 9 | -9% | -15% | -4% | -21% | 31% | -17% | 1%
Cc1noc(C)c1S(=O)(=O)N1CCCC1C(=O)NC(C)(C)C (stereo not drawn) | 2% | 2% | 2% | 6 | -2% | 1% | 1% | 3% | 0% | 11% | -6%
O=C(CSc1nc2c(c(C(F)(F)F)n1)CCc1ccccc1-2)NCc1ccco1 | -2% | -5% | 0% | -1 | -3% | -5% | 3% | -2% | 29% | -3% | x
Cc1c(C(=O)N/N=C/c2ccc(Cl)cc2)[nH]c2ccc(Cl)cc12 | -8% | 1% | 1%[46.1 µM] | -1 | -2% | 0% | u | -2% | -65%[inhibitor] | 10% | 2%
O=C(Nc1ccc(-c2cscn2)cc1)C1CCCN(Cc2ccccc2)C1 (stereo not drawn) | -7% | 2% | -8% | 10 | -2% | -1% | u | 4% | -26% | 6% | 27%
COc1ccc(C(C)(C)C)cc1NC(=O)CCc1c(C)noc1C | -1% | 0% | 3% | 5 | -1% | 0% | -11% | -2% | u | 2% | 0%
CC(C)n1c(SCC(=O)Nc2ccccc2)nc2c1c(=O)n(C)c(=O)n2C | 0% | -22% | 4%[46.1 µM] | -9 | -1% | -5% | u | 0% | -21% | 7% | 0%
CC(C)N(C(=O)[C@H]1C[C@H](CC(=O)NCCC2=CCCCC2)C(=O)N2CCc3c([nH]c4ccc(Cl)cc34)[C@]12C)C(C)C | -9% | u | -5%[46.1 µM] | 11 | -5% | -4% | 3% | -3% | 33% | x | 3%
Cn1c(=O)c2sccc2n2c(CCCC(=O)NCc3ccc(F)cc3)nnc12 | 11% | -2% | 9% | 41 | -1% | -7% | 5% | 8% | -8% | -7% | 3%
Cc1ccc(SCC(=O)OCC(=O)NCCc2ccc(S(N)(=O)=O)cc2)c(C)c1 | 2% | 5% | -3%[46.1 µM] | -19 | 0% | 2% | -1% | 2% | -21% | x | 12%
Cc1cc(C)nc(NS(=O)(=O)c2ccccc2)n1 | 23% | 1% | -2% | 0 | -7% | 4% | -1% | 15% | -15% | 0% | 13%
CC(=O)Nc1ccc(C(O)(C(F)(F)F)C(F)(F)F)cc1 | -2% | 3% | 9% | 11 | -1% | 1% | -9% | -19% | 5% | 11% | 2%
